High-throughput results as filed in PubChem BioAssay.
KCNH2 WT inh: inhibitors of human wildtype KCNH2 potassium channel | Q12809 | U2OS, BacMam KCNH2, thallium flux FluxOr; hits give low values | activity change, % at 1.84 µM | hit rate 0.37% among 340,000 | AID 720551;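 active = maximum activity change below -70%; inconclusive = maximum activity change between -70% and -50%; inactive = maximum activity change above -50%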
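U2OS cells transduced with wild-type KCNH2 virus are loaded with FluxOr dye for 45 min, and thallium flux is measured in kinetic reads before and after stimulation buffer. Rate constants are normalized to DMSO controls.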
B2AR arrestin: beta2AR (human) beta-arrestin recruitment activity | P07550 | beta-arrestin recruitment to beta2AR, cell-based reporter | Potency, µM (highest dose often 46.1 µM), without a hit: at the top dose activation, most hits filed as activators | hit rate 0.02% among 330,000 | AID 492947;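 also: potency is read from the fitted curve at half-maximal effect; 0% = DMSO controls and full agonism = EC100 isoproterenol or metaproterenol; nearly all actives have a fitted effect of over 65% in size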
Target sequence (P07550 whole entry, looked up): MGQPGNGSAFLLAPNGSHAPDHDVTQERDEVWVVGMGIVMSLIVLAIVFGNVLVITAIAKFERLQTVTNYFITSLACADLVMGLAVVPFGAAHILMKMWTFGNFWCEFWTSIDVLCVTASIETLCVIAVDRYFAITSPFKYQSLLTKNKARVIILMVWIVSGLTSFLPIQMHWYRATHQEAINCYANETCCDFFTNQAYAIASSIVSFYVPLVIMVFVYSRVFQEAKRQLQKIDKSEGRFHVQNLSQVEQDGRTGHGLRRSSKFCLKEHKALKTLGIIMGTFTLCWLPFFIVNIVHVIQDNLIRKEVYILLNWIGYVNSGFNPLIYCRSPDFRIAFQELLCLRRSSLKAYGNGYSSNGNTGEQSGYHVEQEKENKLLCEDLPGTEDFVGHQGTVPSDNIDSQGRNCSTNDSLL
USP2a inh: blocks human ubiquitin-specific protease USP2a. USP2 core, Ub-CHOP2 coupled fluorogenic reporter, 485/531. Potency, µM (titrated, usually from 38.3 µM), for inactives: at the top dose activity change, negative = inhibition, hits mostly inhibitors. hit rate 0.01% among 330,000. AID 463254;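 also: potency is read from the fitted curve at half-maximal effect; plate controls were DMSO wells for no effect and full inhibition by NEM control for full effect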
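USP2 core (10nM final) preincubated 30min RT with compound in 20mM Tris-HCl pH 8.0, 2mM CaCl2, 2mM beta-mercaptoethanol, 0.05% CHAPS; 25nM Ub-CHOP2 plus 25nM reporter substrate added, fluorescence (Ex485/Em531) read after 60min.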
Chronic BCR inh: blocks chronic active B-cell receptor signaling | ABC-DLBCL IkBa-CBG/CBR reporter, luminescence ratio, 4 h | Potency, µM (titrated, usually from 46.1 µM), inactives show top-dose ratio change, negative = lower green/red ratio, actives largely listed as inhibitors | hit rate 0.05% among 340,000 | AID 493014; active = well fitted inhibition curve with a large enough effect in the signal ratio, with a control signal flat, not every such curve was filed as active; inconclusive = small, poorly fitted or top-dose-only effect, or effect the other way, or a change in a side signal; the % refers to the signal ratio;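 also: potency is read from the fitted curve at half-maximal effect; plate controls were basal doxycycline-induced cells for no effect and cells given 10 µM MG132 for full effect; MG132 reads +100%, hits lower the ratio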
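TMD8 ABC-DLBCL cells carrying doxycycline-inducible green luciferase fused to IkappaBalpha plus unfused red luciferase were exposed to compounds (up to 46 uM) for 4 hrs at 37C. Activity came from the overlap-corrected green/red luminescence ratio.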
uPA surface inh: inhibitors of cell surface uPA generation. cell surface uPA generation assay, qHTS. Potency, µM (titrated, usually from 38.3 µM), without a hit: top-dose activity change, negative = inhibition, most hits filed as inhibitors. hit rate 0.31% among 330,000. AID 540303; active = well fitted inhibition curve with a large enough effect; inconclusive = small, poorly fitted or top-dose-only effect; inactive = no such curve, though single readings can be large or run the other way; tested in mouse RAW 264.7 cells; also: potency is read from the fitted curve at half-maximal effect; nearly all actives have a fitted effect of over 55% in size
PKM2 activator: increases activity of human pyruvate kinase M2 | P14618 | purified PKM2, Kinase-Glo ATP luminescence, activation; response scale: 0% is enzyme alone, no compound | Potency, µM (top dose mostly 57.5 µM), inactives show top-dose activation, usual class: activators | hit rate 0.34% among 260,000; also: potency is read from the fitted curve at half-maximal effect; nearly all actives have a fitted effect of over 55% in size
Target sequence (P14618 whole entry, looked up): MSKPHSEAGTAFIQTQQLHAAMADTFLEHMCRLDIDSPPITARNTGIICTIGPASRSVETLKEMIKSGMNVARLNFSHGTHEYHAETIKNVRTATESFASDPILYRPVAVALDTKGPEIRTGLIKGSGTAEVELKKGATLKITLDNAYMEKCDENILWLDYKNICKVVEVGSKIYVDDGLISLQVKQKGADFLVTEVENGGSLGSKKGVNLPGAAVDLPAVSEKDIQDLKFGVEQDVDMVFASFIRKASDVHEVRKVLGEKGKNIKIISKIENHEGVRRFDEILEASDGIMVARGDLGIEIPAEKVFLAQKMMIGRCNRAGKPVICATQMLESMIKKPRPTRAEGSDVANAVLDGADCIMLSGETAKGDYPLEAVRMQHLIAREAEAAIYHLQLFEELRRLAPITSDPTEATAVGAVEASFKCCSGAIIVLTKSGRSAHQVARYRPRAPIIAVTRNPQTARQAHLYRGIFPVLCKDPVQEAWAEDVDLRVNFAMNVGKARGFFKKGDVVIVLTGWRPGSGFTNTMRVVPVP
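Kinase-Glo luminescence reports ATP generated from ADP (0.1 mM) and PEP (0.5 mM) by purified hPK-M2 after 1 h at room temperature, pH 7.2 imidazole buffer; intermediate enzyme activity allows detecting inhibitors and activators.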
Giardia killer: Giardia lamblia killing; Giardia lamblia trophozoite viability; activity change, % at 7.66 µM, hits read low; hit rate 0.15% among 340,000; in the data active = activity change below about -80%; inconclusive = between about -30% and that limit;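 also: parasites exposed to compound for two days anaerobically before the ATP read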
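Media and compound were dispensed first, then trophozoites at 100 cells/well; plates sat 48 hrs at 37 deg C without oxygen before ATP luminescence reagent was added and read after 15-30 min at room temperature.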
GALK inh: blocks human galactokinase activity | Potency, µM (top dose mostly 57.5 µM), without a hit: at the top dose activity change, negative = inhibition, most hits filed as inhibitors | hit rate 0.007% among 270,000 | Purified GALK, Kinase-Glo residual ATP luminescence | AID 1868; also: potency is read from the fitted curve at half-maximal effect
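Galactose (100 uM) and ATP (35 uM) were turned over by 5 nM GALK for 1 h at RT. Kinase-Glo Plus then converted the remaining ATP into a luminescent signal.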
FBPA coupling cs: inhibits coupling enzyme system, counter-screen for aldolase hits | coupling enzyme system counterscreen, AmpLite Red fluorescence | activity change, negative = inhibition, % at 58.2 µM, hits read low | hit rate 0.67% among 290,000 | AID 2472; in the data active = activity change below about -30%
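Activity here indicates interference with the coupling reaction, not aldolase inhibition. Compounds at 57.5 uM final met coupling enzymes for 10 min at RT; substrate and AmpLite Red detection followed, with a 525/598 nm fluorescence read after 20 min.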
Eya2 phos inh: Eya2 (human) phosphatase inhibition. O00167. recombinant Eya2, OMFP fluorescence dephosphorylation (OMFP is methylfluorescein phosphate). Potency, µM (series often up to 76.9 µM), inactives show at the top dose activity, negative = inhibition, actives largely listed as inhibitors. hit rate 0.006% among 330,000; also: potency is read from the fitted curve at half-maximal effect
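Eya2 (0.2 uM) preincubated 10 min at ambient with compound, then OMFP substrate added at 50 uM; 10 min reaction in 50 mM HEPES pH 7.5, 50 mM NaCl, 5 uM MgCl2, 0.05% BSA, 1 mM DTT. Fluorescence read at Ex 485/Em 525 nm.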
KCNH2 3.1 block: blocks the human KCNH2 3.1 channel isoform; U2OS KCNH2 3.1, thallium flux FluxOr; hits give low values; hit rate 0.95% among 340,000; activity change, % (tested at about 1.8 µM);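 active = maximum activity change below -70%; inconclusive = maximum activity change from -70% to -50%; inactive = maximum activity change above -50%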;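 also: thallium influx rate constant from kinetic fluorescence after stimulation buffer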
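Channel expression came from 3.1 mutant virus (1.77 x 10^8 /mL) applied to suspended U2OS cells for 4 h. Flux was tracked with FluxOr dye plus Red40 quencher, and kinetic rate constants normalized to controls.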
Starred values were filed as active, the others as inactive; i = inactive; ? = inconclusive; . = no result given; [ ] = dose if it differs, or a comment. Unless noted, calls follow the shape of the dose curve; as a rule, active = well fitted curve in the direction sought with a large enough effect; inconclusive = small, poorly fitted or top-dose-only effect, or another doubt; inactive = no such curve, though single readings can be large; an effect the other way counts as inactive or inconclusive. Unless noted, % is scaled to controls: 0 for no effect and ±100 for the full control effect.

SMILES | KCNH2 WT inh | B2AR arrestin | USP2a inh | Chronic BCR inh | uPA surface inh | PKM2 activator | Giardia killer | GALK inh | FBPA coupling cs | Eya2 phos inh | KCNH2 3.1 block
CC(/C=C/C=C/c1ccccc1)=N/NC(=O)C(O)c1ccccc1 (configuration not stated) | -3 | -0.6% | 1% | -11% | 0% | -1% | 15 | 2% | 0 | 5% | 0
O=C(CN(C(=O)c1csnn1)c1cccc(Cl)c1)NC1CCCCC1 | 0 | -0.9% | 0% | 1% | 13% | . | 1 | 1% | -4 | -9% | -1
O=C(CC1C(=O)NCCN1CC1CCCCC1)NCc1ccc(F)cc1 (configuration not stated) | 0 | 0.0% | 1% | ? | -1% | -1% | 18 | 15% | 0 | -4% | -1
O=C(C1CCN(Cc2ccc(F)cc2)CC1)N(CCc1ccccc1)Cc1ccccc1 | 1 | -0.1% | -1% | 0% | -6% | 8% | -8 | 2% | 2 | -12% | 10
CC1(C)C2CCC1(CS(=O)(=O)N1CCCc3ccccc31)C(=O)C2 (configuration not stated) | -11 | -0.2% | 1% | 6% | 4% | 2% | 1 | 1% | 6 | -7% | -1
COc1cc2ncc(C(=O)c3ccccc3)c(N3CCN(Cc4ccccc4)CC3)c2cc1OC | 1 | 0.2% | -10% | -9% | 3% | 1% | 19 | 2% | -5 | -1% | -6
OC(C#CCN1CCCC1)(c1ccccc1)c1cccnc1 (configuration not stated) | 40 | 0.3% | 7% | ? | 4% | -6% | 6 | -1% | -1 | 0% | -2
COC(=O)c1ccc(NC(=O)CCN2C(=O)C3C4CCC(C4)C3C2=O)cc1 (configuration not stated) | 9 | 4.9% | 5% | 4% | -5% | 6% | -7 | 1% | 1 | 0% | 6
CCC(C)C(=O)Nc1cccc(SC)c1 (configuration not stated) | . | 0.4% | -2% | ? | . | 0% | . | 2% | -1 | 9% | .
CN(C)c1ncc(C(=O)O)cn1 | -4 | -0.5% | -1% | -1% | -11% | 0% | 55[activator] | 4% | 3 | -4% | 9
O=C(N/N=C/c1cccc2ccccc12)c1cccnc1 | 4 | 0.3% | 5% | -13% | 0% | . | 10 | -2% | 0 | -4% | -8
Cc1ccc(-c2nc(NC(=O)c3cc(C(C)(C)C)nn3C)sc2C)cc1Cl | -2 | -1.4% | -3% | -7% | 4% | -8% | -8 | -3% | -10 | 7% | 10
CCN1CCN(c2ccc(NC(=O)c3ccc(Cl)c(N4CCCC4=O)c3)cc2)CC1 | -6 | -0.5% | 1% | 3% | 1% | -2% | -3 | -1% | 2 | 5% | 3
COc1ccc(/C=C(/NC(=O)c2ccc(OC)cc2)C(=O)NCCc2c[nH]c3ccccc23)cc1 | 1 | -3.4% | 0% | ? | 1% | 12% | -10 | 1% | -2 | 0% | -24
Nc1nnnn1CC(=O)N/N=C/c1cc([N+](=O)[O-])ccc1Cl | -10 | -0.1% | 2% | 5% | 6% | 3% | 11 | -3% | -2 | -4% | -1
CC(=O)N[C@@H](C)C(=O)N1CCN(S(=O)(=O)c2ccc(Cl)cc2)CC1 | 14 | 0.2% | -14% | 3% | . | -12% | -11 | 1% | -3 | 15% | 12
CC(C)(C)C1CCC(N2CCN(c3ccccc3)CC2)CC1 (configuration not stated) | 19 | -1.0% | -1% | 9% | 7% | -1% | 14 | 1% | 0 | 8% | -27
COC(=O)c1sccc1NC(=O)c1ccc(OC)c([N+](=O)[O-])c1 | -36 | 0.3% | 2% | 1% | 2% | -1% | -3 | 1% | 0 | -2% | 12
CCc1sc(NC(=O)CN2CCOCC2)nc1-c1ccccc1 | -2 | 0.8% | 1% | ? | 9% | 2% | 12 | -3% | 2 | 0% | -2
CCCCOc1ccc(C(=O)N/C(=C\c2ccc(OC)cc2)C(=O)OCc2ccco2)cc1 | -11 | 0.2% | -2% | 1% | -4% | 1% | 18 | 3% | -3 | 2% | 1
CCc1c(C)nc2ncnn2c1N1CCC(C(=O)Nc2ccc(C)cc2)CC1 | -4 | -0.1% | 2% | -2% | -15% | 7% | -12 | -2% | -2 | -35% | -1
O=C(c1ccco1)N1CCC(c2nc3c(nnn3Cc3ccccc3Cl)c(=O)[nH]2)CC1 | 3 | 0.0% | 1% | 1% | -3% | 7% | 6 | 10% | 0 | -1% | -9
Cc1nc(C(=O)Nc2ccccc2)sc1C(=O)Nc1ccccc1 | -1 | 0.1% | -2% | ? | 6% | -1% | 6 | 0% | 0 | -7% | 4
C[C@H]1CN([C@@H](C)CO)C(=O)c2cc(NS(=O)(=O)c3ccc(Cl)cc3)ccc2O[C@@H]1CN(C)CC1CCCCC1 | 7 | -0.8% | 1% | 1% | -4% | . | -1 | . | . | 18% | 0
Cc1ccc2nc(-c3ccncc3)c(NC3CCCCC3)n2c1 | -22 | 3.7% | 0% | 1% | . | . | 17 | 11% | 1 | -1% | 2
SMILES | KCNH2 WT inh | B2AR arrestin | USP2a inh | Chronic BCR inh | uPA surface inh | PKM2 activator | Giardia killer | GALK inh | FBPA coupling cs | Eya2 phos inh | KCNH2 3.1 block
CC1Cc2ccccc2N1CC(=O)c1c(N)n(Cc2ccccc2)c(=O)n(C)c1=O (configuration not stated) | -1 | 0.0% | 0% | -6% | 6% | 17% | 4 | 2% | -3 | 4% | 0
CCN(Cc1ccncc1)C(=O)c1cc(COc2c(C)cccc2C)on1 | 2 | 3.0% | -3% | ? | 9% | -1% | -17 | 1% | -1 | -12% | -11
O=C1C(=O)N(CCN2CCOCC2)C(c2ccc(Cl)c(Cl)c2)/C1=C(/O)c1ccc2c(c1)OCO2 (configuration not stated) | -14 | 0.2% | 0% | ? | -1% | -26% | -11 | 0% | . | 2% | 1
O=C(NCC(c1ccco1)N1CCN(c2ccccc2F)CC1)OCc1ccccc1 (configuration not stated) | 18 | 0.2% | -10% | ? | 1% | 9% | 11 | -1% | 1 | -2% | 15
O=C(Nc1n[nH]c(C2CCCCC2)n1)C1CCCCC1 | 5 | 0.0% | -1% | -5% | -7% | 0% | 7 | 0% | -13 | -1% | 9
O=C(c1ccccc1)N1CCN(C(=O)c2nn3c(C(F)(F)F)cc(-c4ccco4)nc3c2Cl)CC1 | 0 | -1.0% | 0% | 0% | 1% | . | -3 | -1% | 2 | ? | 5
Cn1c(N)c(C(=O)COC(=O)CCC2CCCCC2)c(=O)n(C)c1=O | 8 | 0.2% | -1% | ? | . | -1% | -20 | 3% | 5 | -19% | -13
CCCCCNC(=O)c1cccnc1SCC(=O)Nc1ccccc1OC | 2 | 0.0% | 1% | ? | -2% | 1% | 4 | -1% | 2 | -13% | 4
CCN(CC)CCCn1c2c(c(SCC(=O)Nc3nc(C)cs3)nc1=O)CCC2 | 6 | 0.0% | 1% | 7% | -26% | . | 3 | . | . | 12% | 0
CNc1nc2sc3c(c2c(=O)n1C)CC(C)(C)SC3 | 3 | 0.3% | 4% | 1% | -4% | 2% | -16 | 5% | 0 | 3% | 8
CCOC(=O)C1(CCCc2ccccc2)CCN(S(=O)(=O)N(C)C)CC1 | -6 | -0.7% | -1% | -5% | -4% | 0% | 15 | -2% | -3 | ? | 2
Cc1c(NC(=O)Nc2c(Cl)cccc2Cl)c(=O)n(-c2ccccc2)n1C | -13 | 0.2% | 8% | 5% | 18% | 15% | 12 | 7% | 4 | -6% | 0
CC(=O)c1cccc(CN2CCCCC2C(=O)Nc2ccc(Oc3ccccc3)nc2)c1 (configuration not stated) | -8 | -0.5% | -1% | ? | 2% | 8% | 20 | -6% | . | -8% | .
Cc1ccc(S(=O)(=O)c2nc(C(C)(C)C)oc2N2CCOCC2)cc1 | 11 | -0.2% | 0% | 1% | . | -18% | 8 | 1% | 7 | 5% | 6
CCOC(=O)N/N=C/c1c(F)cccc1F | 14 | -0.1% | 1% | 3% | -3% | 3% | -5 | 2% | 3 | -7% | 34
CC(C)CNC(=O)COC(=O)c1cc(S(=O)(=O)N(C)C)ccc1N1CCCC1 | 5 | -1.1% | 3% | 0% | -6% | -5% | -10 | 0% | -1 | 4% | 8
CCOc1cc2[nH]c(=O)n(CCC(=O)NCCc3ccc(OC)c(OC)c3)c(=O)c2cc1OCC | 2 | 0.1% | 0% | 12% | -1% | -1% | -15 | 0% | -1 | -19% | -3
Cc1cc(NC(=O)NN2CCOCC2)nn1-c1c(Cl)cc(Cl)cc1Cl | -2 | 0.1% | 0% | 2% | 18% | 0% | 13 | 0% | -7 | -1% | 10
CCOc1cc(/C=N/NC(=O)C(=O)Nc2cc(Cl)ccc2C)ccc1O | 9 | -1.0% | 2% | 3% | 1% | 4% | -7 | 2% | 2 | 10% | .
C=CCNc1cc(N2CCCC2)ccc1[N+](=O)[O-] | i | 0.0% | -1% | 2% | -1% | 0% | -10 | 7% | 0 | 16% | 10
